# HSP90 inh: blocks HSP90-mediated luciferase refolding in reticulocyte lysate | Rabbit reticulocyte lysate, luciferase refolding luminescence, 3 h | inhibition, % at 5.6 µM | hit rate 0.91% among 290,000 | AID 1789;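 active means inhibition above the screen-wide mean plus 3 SD, computed separately per campaign, cut at about 16% in these data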;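 further: 0% = DMSO wells and 100% = 60 µM geldanamycin wells; inhibitors lower the luminescence because luciferase stays unfolded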
# KLF5 inh: suppresses KLF5 promoter-driven expression; AID 1700; DLD-1 KLF5 promoter-luciferase reporter, luminescence; inhibition, % at 5 µM; hit rate 0.23% among 290,000;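 active means inhibition above a per-plate limit of that plate's mean compound inhibition plus 3 SD, cut at about 60% in these data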;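 further: 0% = DMSO wells and 100% = LY294002 at 200 µM; higher means less KLF5 promoter-driven luciferase light; inactives centre near -14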
# aSyn 5UTR inh: 5' untranslated region of α-synuclein, MLPCN primary screen; alpha-synuclein 5'UTR reporter, inhibitor activity; inhibition, % (tested at 7.5 µM); hit rate 0.82% among 300,000; AID 1813; in the data active means inhibition above about 60%;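 further: H4 neuroglioblastoma cells stably carrying SNCA 5'UTR luciferase fusion; 0% = DMSO wells and 100% = positive control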
# AI-2 QS modul: modulators of Vibrio harveyi AI-2 quorum sensing system; hit rate 0.4% among 300,000; Vibrio harveyi JMH597 AI-2 luminescence/OD600 ratio, 9 h; active compounds read low; strain lacks LuxN and CqsS sensors; 0 = neutral-control median; activity change, % at 7.5 µM; in the data active means activity change below about -75%, passing the limit was not always enough;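 further: luminescence divided by OD600 gain over 9 h not by final OD600 alone; inactives centre near 13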
# IEC-6 tox: kills IEC-6 intestinal cells in KLF5 counter-screen; IEC-6 cytotoxicity, luminescence viability; inhibition, % at 5 µM; hit rate 0.78% among 290,000; AID 1825; in the data active means inhibition above about 22%;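 further: 0% = plate median of test compound wells and 100% = cytotoxic reference compound wells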
# HIF act: HIF pathway transcriptional activation; AID 1910; activation, % at 7.5 µM (by protocol); hit rate 0.32% among 300,000; U2OS HRE-luciferase reporter, luminescence; normalized: DMSO 0%, desferrioxamine 100%;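 active means mean activation of at least 10% of the iron chelator positive control signal, with at least half of replicates also reaching 10%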
# HSF1 activator: increases HSF-1 driven luciferase reporter signal; hit rate 1.7% among 300,000; activation, % at 9 µM; NIH3T3-HGL HSF-1 luciferase reporter, MG132, 8 h; 100% = twice DMSO control signal;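 active means mean replicate activation of at least 50% with a set share of replicates each reaching 50%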;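 further: 0% = median of the neutral control wells and 100% = twice that signal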
# Platelet DG rel: modulates dense granule release in human platelets. human platelet-rich plasma, SFLLRN dense granule ATP release, luminescence. hit rate 0.22% among 300,000. inhibition, %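 (compounds screened at 7.5 µM in platelet-rich plasma)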;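 active means mean replicate score, as percent of positive control, at or above 50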
# SKKanGAS inh: inhibitors of SKKanGAS S. pyogenes growth in kanamycin (SK-promoter or general growth effect). inhibition, % at 7.5 µM. hit rate 1.3% among 300,000. BacTiter-Glo, 6 h;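 active means mean replicate score, as percent of positive control median, at least 50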;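 further: strain carries kanamycin resistance gene driven by streptokinase promoter and grows in 40 µg/ml kanamycin; loss of luminescence reflects streptokinase promoter inhibition or plain growth inhibition; 0% = median of DMSO wells and 100% = positive control at its reference dose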
# HSF1 inh: HSF1 inhibition. NIH3T3-HGL HSE-luciferase, MG132-induced, luminescence 8 h; active compounds read low. activity change, negative = inhibition, % at 7.5 µM (by protocol). hit rate 0.77% among 300,000. AID 2098;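 active means more than half of replicate wells show activity change below -50%, luminescence cut by over half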;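 further: luciferase reports HSF-1 transcriptional activity via heat shock element; 0% = median of DMSO wells and -100% = zero luminescence signal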
# * = called active by the depositor; . = no result given.
SMILES,HSP90 inh,KLF5 inh,aSyn 5UTR inh,AI-2 QS modul,IEC-6 tox,HIF act,HSF1 activator,Platelet DG rel,SKKanGAS inh,HSF1 inh
Cc1ccc(CN(Cc2ccccn2)C(=O)Nc2c(F)cccc2F)cc1,-2,-30,3,14,-1,-0.5,27,3,-1,-4
CC(=O)N1c2ccc(S(=O)(=O)NCCc3ccc(S(N)(=O)=O)cc3)cc2CC1C (stereo not given),0,-31,1,20,-4,0.3,9,-3,1,-1
O=Cc1ccc(O)cc1O,-3,-24,6,1,3,-0.1,4,-1,5,8
Cc1onc(-c2ccccc2)c1C(=O)Nc1sc2c(c1C(N)=O)CCC2,0,-19,-1,5,1,0.8,-66,1,-3,-59*
COc1ccc(NC(=O)c2ccccn2)cc1OC,-4,-58,-88,10,0,1.8,.,3,1,.
Cc1cc(Br)ccc1SCC(=O)OCC(=O)NC1CC1,-1,-34,1,41,-4,0.0,16,11,1,5
CN1CC2CCCC3(C1)C(=O)NC1(CCCCC1)N=C23 (stereo not given),-2,-27,3,17,-10,0.0,-16,-20,-6,0
COCCNC(=O)CN1CCC(NC(=O)Nc2ccc(C(F)(F)F)cc2)CC1,3,-16,-11,16,4,1.7,8,1,4,1
Cc1[nH]n(C(C)(C)C)c(=O)c1Sc1ccc(Cl)cc1,1,-24,-27,23,-4,-0.4,-3,2,-3,-7
CCC(C)(C)n1nnnc1C(c1cc2ccc(C)cc2[nH]c1=O)N(Cc1cccnc1)Cc1ccco1 (stereo not given),4,17,17,32,0,-0.1,11,-12,-11,-2
CCOC(=O)c1cccc(NC(=O)CSc2nnc(-c3ccncc3)n2CCCOC)c1,3,-5,14,15,2,0.2,7,1,-6,-1
Cc1ccc2oc(C(=O)N3CCC(O)(c4cccc(C(F)(F)F)c4)CC3)c(C)c2c1,1,-3,-9,19,6,-13,75*,0,15,41
CCOC(=O)C1=CN(C)C=C(C(=O)OCC)C1c1ccsc1,1,-10,12,34,-5,0.3,-7,-10,-3,-6
Cc1ccc2nc(N3C(=O)CNC3=S)sc2c1,10,-114,-68,8,3,1.9,38,7,89*,21
CCCCC(=O)OCC(=O)c1ccc(OCC)cc1,2,-15,21,20,8,2.0,11,-5,4,0
COc1ccc(N2CCN(C(c3cc4cc(C)ccc4[nH]c3=O)c3nnnn3Cc3ccccc3)CC2)cc1 (stereo not given),8,7,-8,15,1,-0.1,13,-3,9,1
O=C(CN1CCCCC1)Nc1c2c(nc3ccccc13)N(c1ccccc1)CC2,3,5,27,2,-5,-0.5,19,2,1,8
O=C(O)CC(NCc1ccco1)C(=O)OCCCl (stereo not given),-1,-9,4,12,1,-0.1,-12,-3,3,8
Cc1ccc(S(=O)(=O)CCC(=O)Nc2nc3c(s2)CCCC3)cc1,-1,-23,-1,11,-7,-0.7,-4,-3,-14,-4
O=C(N/N=C/c1ccccc1C(=O)O)c1cccc(S(=O)(=O)Nc2cc(Cl)ccc2Cl)c1,1,-15,9,21,2,0.3,-10,1,6,-2
c1ccc(C2Oc3ccccc3C3CC(c4cccs4)=NN32)cc1 (stereo not given),2,-53,-164,35,2,1.6,16,1,21,14
O=C(Cn1ccc(C(F)(F)F)n1)N/N=C/c1ccc2c(c1)OCO2,1,-37,-33,24,-1,0.0,28,-8,5,-5
O=C(N/N=C/C=C/c1cccc([N+](=O)[O-])c1)c1ccncc1,-1,-8,10,26,8,-0.2,-6,1,-6,-2
COCC(=O)N(Cc1cc2cc(OC)ccc2[nH]c1=O)c1ccccc1,2,-19,-16,8,4,-0.1,-2,-2,-8,2
O=C(Cn1cc(SCc2ccccc2Cl)c2ccccc21)N1CCOCC1,-1,-28,-163,16,1,1.7,44,-15,0,29
CC(C)c1ccc(N(C(=O)c2csnn2)C(C(=O)NC2CCCC2)c2ccncc2)cc1 (stereo not given),4,-6,-17,.,3,3.2,53*,10,-14,21
Cc1nc(SCC(=O)Nc2cc(C)on2)c2c(C)c(C)sc2n1,5,-14,-1,26,2,-0.2,-4,5,-2,0
Cc1ccc(C(=O)Nc2nc(=O)n(C(=O)CC(C)C)s2)cc1,1,10,-13,5,-2,0.1,-24,-8,28,-1
Clc1cccc(/C=N\Nc2nccs2)c1,-1,-31,-168,6,14,2.4,143*,-6,19,103
Cc1nc(N2CCOCC2)[nH]c(=O)c1CCC(C)C,3,4,11,39,-4,-0.7,9,-4,11,2
CSc1nsc(NC(=O)CCNC(=O)c2ccc([N+](=O)[O-])cc2)n1,0,-27,-11,.,-2,0.5,8,7,-1,-2
CNc1oc(Cc2ccccc2)nc1S(=O)(=O)c1ccccc1,-1,12,10,27,0,0.0,-9,-1,0,-9
CCOc1ccc(NC(=O)N2CCN(c3nc4ccccc4s3)CC2)cc1,0,-28,-10,15,-1,-0.1,-14,-4,14,-13
CN(C)CC(C)(C)CNS(=O)(=O)c1cccc2nsnc12,0,16,4,62,-3,-0.2,2,2,-9,-6
CCCCCCNc1c([N+](=O)[O-])c(=O)sc2ccccc12,-5,-6,-28,19,6,0.3,-10,-7,5,5
O=C(Cc1ccc(F)cc1)OCC(=O)c1cc2ccccc2o1,16*,2,9,7,3,-0.1,-3,-3,6,-3
COc1ccc(NS(=O)(=O)c2cccc(C(=O)NNC(=O)CNC(=O)c3ccccc3F)c2)cc1,.,.,1,20,.,-0.9,-5,.,-1,-4
O=C(Cc1ccccc1[N+](=O)[O-])NCCc1ccc(F)cc1,-3,-4,-10,11,0,-0.3,5,-1,9,-7
CCOC(=O)C1CCN(C(=O)C2CCC(=O)N(Cc3cccc(C(F)(F)F)c3)C2)CC1 (stereo not given),3,-8,-6,12,2,0.5,-16,10,1,2
COc1ccc(/C(N)=N/OC(=O)c2cccc([N+](=O)[O-])c2C)cc1,1,-3,-113,21,-1,2.2,-2,3,-9,3
CC(=O)N1c2ccc(S(=O)(=O)NC(CC(=O)O)c3ccc(Br)cc3)cc2CC1C (stereo not given),2,-19,-7,18,6,.,7,-18,2,0
Cc1ccc(O)c(C2=Nc3ccccc3N=C(c3ccc([N+](=O)[O-])cc3)C2)c1,0,-9,3,27,-3,3.2,22,-1,3,3
Cc1ccc(CNC(=O)C(=O)NCC2CCCO2)cc1 (stereo not given),6,-43,3,22,-2,0.0,-9,4,0,-4
O=C(N=C1SC2CS(=O)(=O)CC2N1c1ccccc1C(F)(F)F)C1CCCO1 (stereo not given),-2,-7,-16,3,5,-0.1,3,1,-4,-4
Cc1ccc(NS(=O)(=O)c2cc(OCC(N)=O)c(C)cc2Cl)cc1C,-3,10,11,19,1,-1.0,2,1,5,-2
CCc1ccc(Oc2coc3cc(O)ccc3c2=O)cc1,1,-41,-55,25,-5,-1.1,27,-22,5,5
Cc1c(Cl)c([N+](=O)[O-])nn1CCCC(=O)Nc1ccc(Cl)cc1Cl,5,-27,13,-1,7,0.0,5,-11,10,6
O=C(OC1CCOC1=O)c1ccc2ncsc2c1 (stereo not given),2,13,-6,39,-1,0.4,-1,2,2,-8
Cc1nn(-c2ccccc2)c(N2CCCC2)c1/C=N/NC(=O)c1cc(-c2ccccn2)nc2ccccc12,-4,-9,-5,20,0,-2.6,-2,-3,26,-5
CCC(C)NS(=O)(=O)c1ccc(OCC(=O)NCc2ccc(OC)cc2)cc1 (stereo not given),0,-13,12,30,-3,0.4,1,-3,-3,4
CCn1c(N2CCN(S(=O)(=O)c3ccc(OC)cc3)CC2)nc2ccccc21,0,-24,20,-10,-6,0.7,-3,0,-8,6
O=C(COC(=O)c1cc(-c2ccc(F)cc2)nc2ccccc12)NCC1CCCO1 (stereo not given),1,8,-9,20,2,0.4,0,-10,-2,6
Cc1cccc(-n2ncc3c(NCc4ccccn4)ncnc32)c1,-1,-32,-113,18,2,2.8,31,-1,3,20
N#Cc1ccsc1NC(=O)COC(=O)c1cc(Br)ccc1O,-1,-31,-37,-8,-5,1.1,22,-6,-4,19
CC(=O)Nc1cccc(NC(=O)CSc2nnc3ccc(-c4cccnc4)nn23)c1,.,.,1,19,.,-33,10,-6,15,0
CCOc1cc(C(=S)N2CCOCC2)ccc1OS(=O)(=O)c1ccc(Br)cc1,1,-12,2,11,2,-0.4,13,-1,7,11
CCc1ccc(N/C(SCc2ccccc2C)=C(/C#N)C(=O)NCc2ccco2)cc1,0,-32,-14,14,-7,1.6,.,-6,.,.
O=C(CN1C(=O)NC2(CCCC2)C1=O)Nc1ccccc1N1CCCC1,3,-11,-2,3,6,0.6,-21,-5,-3,-4
Cn1c(-c2ccc3c(c2)OCO3)cc(=O)c2ccccc21,3,-7,22,31,-1,-0.2,-6,-3,-3,1
COc1ccc(C(=O)Nc2cc(C)ccc2NC(=O)COc2ccccc2)cc1,0,-12,-46,5,7,0.4,4,2,-14,-1

# Reformatted with tabs: 5 of the compounds above.
canonical_smiles	HSP90 inh	KLF5 inh	aSyn 5UTR inh	AI-2 QS modul	IEC-6 tox	HIF act	HSF1 activator	Platelet DG rel	SKKanGAS inh	HSF1 inh
O=C(COC(=O)c1cc(-c2ccc(F)cc2)nc2ccccc12)NCC1CCCO1 (stereo not given)	1	8	-9	20	2	0.4	0	-10	-2	6
Cc1cccc(-n2ncc3c(NCc4ccccn4)ncnc32)c1	-1	-32	-113	18	2	2.8	31	-1	3	20
N#Cc1ccsc1NC(=O)COC(=O)c1cc(Br)ccc1O	-1	-31	-37	-8	-5	1.1	22	-6	-4	19
CC(=O)Nc1cccc(NC(=O)CSc2nnc3ccc(-c4cccnc4)nn23)c1	.	.	1	19	.	-33	10	-6	15	0
CCOc1cc(C(=S)N2CCOCC2)ccc1OS(=O)(=O)c1ccc(Br)cc1	1	-12	2	11	2	-0.4	13	-1	7	11

# Additional records:
SMILES,HSP90 inh,KLF5 inh,aSyn 5UTR inh,AI-2 QS modul,IEC-6 tox,HIF act,HSF1 activator,Platelet DG rel,SKKanGAS inh,HSF1 inh
CN1CCN(C(=S)c2cn(Cc3ccccc3F)c3ccccc23)CC1,-2,-23,-29,-65,2,-0.1,14,-16,5,4
O=C(CSc1ccc2nnc(-c3ccncc3)n2n1)Nc1ccc2c(c1)OCCO2,0,-38,2,26,-3,-0.1,13,8,0,1
Cc1cccc(C)c1NC(=O)CCCSc1nnc(-c2ccco2)n1-c1ccccc1,2,-5,33,2,2,0.3,-4,-2,-5,2
CN(Cc1nccn1C)C(=O)CC1C(=O)NCCN1Cc1ccccc1C(F)(F)F (stereo not given),1,-13,16,-7,1,-0.6,1,8,2,-3
COc1ccc(C(=O)N[C@H](C(=O)Nc2nc3c(s2)CCCC3)C(C)C)cc1,-3,-14,-201,14,-8,3.0,42,-16,-4,30
CC1CCCC(C)N1C(=O)CSc1nc(N)cc(N)n1 (stereo not given),-5,1,2,0,0,0.5,46,6,1,14
O=C(Cn1c(=O)oc2ccccc21)Nc1cccc(Cl)c1,0,-29,-14,.,-1,-5.9,0,23,1,9
C[C@H](NC(=O)c1nc[nH]c1C(=O)NC1CCN(C(=O)OC(C)(C)C)CC1)C(=O)OC(C)(C)C,-2,-5,20,-9,3,2.4,-9,3,1,9
CCC(CC)C(=O)NCc1ccccc1OC,2,-10,23,26,2,0.4,22,4,-5,9
COc1cc(C(=O)NCc2cc3cc(Cl)ccc3n2C)cc(OC)c1OC,-3,1,-1,19,8,-1.6,23,-4,12,6
CSc1nsc(SC)c1NC(=O)Nc1ccccc1C,1,-10,11,18,2,-0.5,1,-3,21,-1

# Compound activity deposited in PubChem by several laboratories.
